Assay outcomes: PubChem, National Center for Advancing Translational Sciences (NCATS)
HT1080 IDH1KD tx = kills HT-1080 cells with IDH1 knockdown; HT-1080 IDH1 knockdown viability, ATP luminescence, 48 h; Potency, µM (top dose mostly 46.1 µM), without a hit: at the top dose activity, negative = toxicity, most hits filed as cytotoxic; 2% of 360,000 active; AID 686971;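 note: 0% = DMSO wells and -100% = cell-free medium wells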
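% activity derives from luminescence (CellTiter-Glo), normalised to DMSO and no-cell wells. HT-1080-IDH1KD cells, 750/well, had 48 h compound exposure at 37 °C.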
KB-3-1 cytotox = kills parental KB-3-1 adenocarcinoma cells; KB-3-1 viability, CellTiter-Glo ATP luminescence, 72 h; Potency, µM (titrated, usually from 46.1 µM), for the others: top-dose activity change, negative = cytotoxic, actives largely listed as cytotoxic; 1.4% of 400,000 active; note: % is set by controls: 0 for no effect and ±100 for the full control effect; nearly all actives have a fitted effect of over 60% in size
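Here the drug-naive KB-3-1 line serves as comparator for MDR sub-line selectivity; cells received compound titrations, 72 h at 37 °C, then CellTiter-Glo readout.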
HEK293 tox = cytotoxicity in counter-screen for GLP-1R inverse agonists. Potency, µM (series often up to 38.3 µM), inactives show at the top dose activity change, negative = inhibition, hits mostly inhibitors. 0.13% of 410,000 active. HEK293 cAMP-luciferase reporter cells, luminescence, 24 h;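 note: loss of luciferase light is scored as toxicity; % is set by controls: 0 for no effect and ±100 for the full control effect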
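To flag toxic compounds, the library was rerun on cells for 24 hr at 37 deg C and 5% CO2. Viability-linked luminescence was captured 12 min after adding luciferase detection reagent.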
HT1080-NT tox = kills 2HG-producing HT-1080-NT fibrosarcoma cells; HT-1080-NT fibrosarcoma viability, CellTiter-Glo ATP luminescence, 48 h; Potency, µM (series often up to 46.1 µM), for the others: top-dose activity, negative = less viability, most hits filed as cytotoxic; 1.6% of 360,000 active;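 note: NT is the 2HG producing partner of a matched IDH1 knockdown line; 0% = DMSO-treated cells and -100% = media-only wells without cells; nearly all actives have a fitted effect of over 55% in size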
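A 48-hour cytotoxicity screen used HT-1080-NT cells plated 2 hours before compound delivery. ATP-based CellTiter-Glo luminescence measured viability, normalized to DMSO and no-cell controls.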
KB-V1 cytotox = KB-V1 MDR subline cytotoxicity; AID 1347076; Potency, µM (highest dose often 46.1 µM), inactives show at the top dose activity change, negative = cytotoxicity, hits mostly cytotoxic; KB-V1 MDR cells viability, CellTiter-Glo, 72 h; 3.4% of 400,000 active; note: % is set by controls: 0 for no effect and ±100 for the full control effect; nearly all actives have a fitted effect of over 60% in size
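Cells of the MDR subline KB-V1 are plated, dosed with compound at multiple concentrations, and incubated 72 h at 37 degrees C; CellTiter-Glo is then added and luminescence read after 10 min.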
GLP-1R agonist = GLP-1 receptor (human) agonism | P43220 | HEK293 GLP-1R CRE-luciferase, luminescence, 4-6 h; cells express a hypersensitive GLP-1R form | Potency, µM (doses to about 45.6 µM), for inactives: at the highest dose activation, actives largely listed as activators | 0.007% of 380,000 active | AID 624172; note: % of control where 0% means no effect
Target sequence (P43220 whole entry, looked up): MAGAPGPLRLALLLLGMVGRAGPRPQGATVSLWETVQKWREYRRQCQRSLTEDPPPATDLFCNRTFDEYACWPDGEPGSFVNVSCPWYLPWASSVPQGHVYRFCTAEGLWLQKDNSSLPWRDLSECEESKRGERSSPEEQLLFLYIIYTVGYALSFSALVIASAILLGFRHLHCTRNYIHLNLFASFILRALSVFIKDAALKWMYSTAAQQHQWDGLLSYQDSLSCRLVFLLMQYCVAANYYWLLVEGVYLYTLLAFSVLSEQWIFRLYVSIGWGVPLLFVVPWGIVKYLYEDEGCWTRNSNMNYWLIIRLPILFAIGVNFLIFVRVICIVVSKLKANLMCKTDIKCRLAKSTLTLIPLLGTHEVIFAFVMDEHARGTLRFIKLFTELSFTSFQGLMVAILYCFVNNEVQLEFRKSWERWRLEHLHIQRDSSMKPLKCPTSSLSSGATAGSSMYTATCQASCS
GLP1R inv ag = GLP-1 receptor (human) inverse agonism; Potency, µM (series often up to 38.3 µM), inactives show top-dose activity change, negative = inhibition, usual class: inhibitors; 1.6% of 410,000 active; P43220; HEK293 GLP-1R CRE-luciferase, luminescence, 24 h; GLP-1R form is constitutively active; note: % is set by controls: 0 for no effect and ±100 for the full control effect; nearly all actives have a fitted effect of over 55% in size
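Stable HEK293 clone (constitutively active GLP-1R + cAMP-response luciferase); 200 cells/uL plated, 12 h pre-culture, compound 24 hr, 37 deg C/5% CO2; detection reagent 12 min RT; luminescence.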
SW480 rereplic = inducers of DNA re-replication in SW480 colon cancer cells. SW480 DNA re-replication, Hoechst DNA content imaging, 48 h. Potency, µM (titrated, usually from 46.1 µM), for inactives: top-dose re-replication activation, usual class: activators. 1.8% of 340,000 active. AID 624297; note: % of control where 0% means no effect; nearly all actives have a fitted effect of over 55% in size
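Image-based read-out: total Hoechst fluorescence of nuclei (405 nm excitation, 500-530 nm emission), with hits raising the fraction of high-intensity nuclei. SW480 colon cells incubated 48 hr with compounds at 37 C.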
TDP43 rescue = inhibitors of TDP-43 toxicity in yeast | TDP-43 expressing yeast growth rescue, BacTiter-Glo, 24 h | 1.8% of 410,000 active | Potency, µM (doses to about 46.1 µM), without a hit: at the highest dose growth rescue (activation), actives largely listed as activators; note: % of control where 0% means no effect; nearly all actives have a fitted effect of over 50% in size
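Yeast cells expressing TDP-43 under galactose induction are exposed to compounds for 24 hr at 30 deg C. BacTiter-Glo luminescence measures growth, so protective compounds score as activators.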
* marks the source's active call; other numbers are inactive results; ? = inconclusive; . = not tested or not shown; [ ] = remark or other dose. Calls come from the whole dose curve; as a rule, active = well fitted curve in the direction sought with a large enough effect; inconclusive = small, poorly fitted or top-dose-only effect, or another doubt; inactive = no such curve, though single readings can be large; an effect the other way counts as inactive or inconclusive. Potency is the fitted concentration of half-maximal effect.

Each structure is followed by: HT1080 IDH1KD tx	KB-3-1 cytotox	HEK293 tox	HT1080-NT tox	KB-V1 cytotox	GLP-1R agonist	GLP1R inv ag	SW480 rereplic	TDP43 rescue
- CC1CC1C(=O)OCC(=O)Nc1cccc(Br)c1 (stereo not given)
 : 7%	4%	-6%	13%	24%	7%	?	-27%	-19%
- Nc1nc(SCC(=O)Nc2ccc(Cl)cn2)n[nH]1
 : 0%	-3%	-2%	0%	0%	4%	-7%	-2%	-3%
- CCOC(=O)c1sc(=S)n(-c2ccccc2Cl)c1C
 : -8%	-5%	9%	24%	-10%	22%	?	6%	24%
- CCn1c(=N)n(CC(O)COc2ccccc2)c2ccccc21 (stereo not given)
 : .	2%	-20%	.	-4%	-6%	?	.	28%
- N#Cc1c(-c2ccccc2)nc(SCC(=O)Nc2ccc(OC(F)(F)Cl)cc2)[nH]c1=O
 : -2%	8%	-10%	8%	27%	-4%	1%	-12%	20%
- O=C(NCc1ccc(Cl)cc1)c1ncn[nH]1
 : 0%	-5%	4%	1%	1%	-1%	-8%	-8%	6%
- CC(C)NC(=O)c1cc(=O)n(C)c(=O)n1C
 : -1%	9%	-9%	-1%	3%	-2%	4%	-4%	-5%
- CCOC(=O)c1c(C)[nH]c(C)c1S(=O)(=O)N1CCC(C(=O)Nc2ccc(OC)c(OC)c2)CC1
 : .	10%	0%	.	?	.	1%	.	5%
- COc1ccc(CNC(=O)N[C@@H](Cc2c[nH]c3ccccc23)C(=O)O)cc1
 : 5%	8%	-1%	4%	?	-3%	-7%	-13%	-7%
- O=C(OC(C(=O)NCC1CCCO1)c1ccccc1F)c1ccco1 (stereo not given)
 : 4%	-5%	-10%	11%	12%	-2%	1%	2%	2%
- CCC(C)(C)NC(=O)CN(C(=O)CCC(=O)Nc1nccs1)c1ccccc1C
 : -9%	17%	-1%	0%	-10%	8%	-23%	-7%[9.22 µM]	-7%
- COc1ccc(C(=O)N(C)Cc2nc3ccccc3c(=O)[nH]2)cc1S(=O)(=O)N1CCCC1
 : 1%	13%	4%	7%	22%	-6%	3%	-1%	8%
- Cc1cc(NC(=O)c2ccccc2Cl)ccc1NC(=O)c1ccccc1
 : .	-3%	0%	.	-26%	.	5%	.	?
- Cc1ccc(Nc2nnc(SCC(=O)Nc3cccnc3Cl)s2)cc1C
 : ?	-21%	1%	-12%	5.2µM*	-4%	10%	-8%	-7%
- CCc1ccc(-c2nnn(CC(=O)N(C3CCCC3)C3CCS(=O)(=O)C3)n2)cc1 (stereo not given)
 : -1%	-5%	-6%	18%[9.24 µM]	-7%	-6%	16%	?	-2%

Next records:
Each structure is followed by: HT1080 IDH1KD tx	KB-3-1 cytotox	HEK293 tox	HT1080-NT tox	KB-V1 cytotox	GLP-1R agonist	GLP1R inv ag	SW480 rereplic	TDP43 rescue
- Cc1cccn2c(=O)c3cc(C(=O)NC4CCCCC4)sc3nc12
 : 26%	-2%	15%	6%	-21%	6%	18%	-5%	-8%
- Cc1ccc(C)c(Nc2nc3ccccc3[nH]2)c1
 : -9%	-3%	7%	-8%	-25%	8%	?	-1%	-4%
- Cc1ccc(C2C3=C(CC(C)(C)CC3=O)Nc3[nH]c(=S)[nH]c(=O)c32)cc1 (stereo not given)
 : -1%	1%	-18%	-4%	0%	-9%	7%	-14%	12%
- COc1ccccc1CC(=O)Nc1ccc2nc(C)sc2c1
 : 22%	33%	-9%	15%	?	11%	3%	.	21%
- Cc1ccc(C(=O)NCCCn2ccnc2)cc1[N+](=O)[O-]
 : ?	-9%	1%	-12%	4%	-2%	-18%	-4%	-8%
- COc1ccc(OC)c(NC(=O)c2cn3c4c(ccc(Cl)c4c2=O)OC(C)C3)c1 (stereo not given)
 : .	0%	-9%	.	8%	.	2%	.	2%
- O=C(N/C=C\c1ccccc1)NCc1ccc(Cl)cc1Cl
 : 1%	-9%	-24%	-1%	-7%	-27%	?	11%	-6%
- C=CCN(C(=O)CNC(=O)c1cccs1)C(C(=O)NC(C)(C)C)c1ccccc1 (stereo not given)
 : 14%	13%	-7%	-1%	10%	1%	-3%	-1%	5%
- Cc1cccc(CC(=O)Nc2cc(C)c3c(=O)oc4ccccc4c3n2)c1
 : -3%	11%	3%	-8%	10%	6%	12%	16%	?
- CCOC(=O)c1cnn(-c2nc(-c3cccc(F)c3)cs2)c1C(F)(F)F
 : 10%	1%	9%	9%	1%	3%	-3%	3%	0%
- COc1ccc(Cl)cc1CC=NNC(=O)c1ccncc1
 : 19%	13%	-1%	4%	-4%	2%	8%	?	24%
- O=C1c2ccccc2C(=O)N1CCc1csc(-c2ccc(F)cc2)n1
 : -19%	3%	-9%	-22%	?	-1%	-12%	-1%	?
- CC(=O)CC1OC(=O)C(Br)=C1NCc1ccccc1 (stereo not given)
 : 0.89µM*	-6%	?	3.5µM*	10%	-13%	-1%	?	-26%
- COc1ccc(S(=O)(=O)N2CCC(C(=O)NC(C)CCc3ccccc3)CC2)cc1 (stereo not given)
 : 0%	-2%	1%	-12%	-6%	12%	-30%	-60%[inhibitor]	1%
- O=C(c1ccco1)N1CCCN(C(=O)c2ccco2)CC1
 : 6%	2%	10%	16%	-25%	-5%	0%	-13%	-8%

Next compounds follow:
Each structure is followed by: HT1080 IDH1KD tx	KB-3-1 cytotox	HEK293 tox	HT1080-NT tox	KB-V1 cytotox	GLP-1R agonist	GLP1R inv ag	SW480 rereplic	TDP43 rescue
- Cc1oc(-c2ccc(Cl)cc2)nc1Cn1c(=O)cc(C)c2c(C)nn(-c3ccccc3)c21
 : .	6%	1%	.	2%	.	-6%	.	24%
- S=C(NCc1ccccc1)NC1CCCCC1
 : 1%	-1%	-13%	-2%	28%	-1%	-28%	-3%	22%
- Cc1ccc(Cl)cc1NC(=S)N(Cc1ccco1)C(C)c1cccs1 (stereo not given)
 : -30%	-1%	?	-27%	-2%	-4%	?	2%	-27%
- Cc1ccc(C(=O)OCC(=O)Nc2sc3c(c2C#N)CCCCC3)cc1NC(=O)c1ccco1
 : 2%	9%	2%	0%	-5%	4%	1%	-2%	-1%
- Cc1cc(C)cc(Nc2ccc3nonc3c2[N+](=O)[O-])c1
 : 0%	11%	0%	-1%	-7%	11%	-10%	-10%	-2%
- Cc1cc(Br)cc(C)c1OCC(=O)NNC(=O)CCC(=O)NCc1ccccc1
 : 5%	0%	5%	1%	26%	2%	-5%	15%	10%
- COCCCN(Cc1ccco1)C(=O)c1cc2c(s1)-c1ccc(Cl)cc1S(=O)(=O)C2
 : 0%	2%	8%	9%	-16%	-1%	32%[activator]	0%	-7%
- CCOC(=O)C(Cc1ccc(O)cc1)Nc1nc2ccccc2o1 (stereo not given)
 : -2%	-8%	7%	7%	21µM*	9%	1%	-4%	13%
- O=C(COC(=O)c1ccc(Br)cc1)NCCN1C(=O)CSC1=O
 : 16%	1%	16%	20%	3%	2%	-8%	8%	-23%
- O=C(CCC(=O)c1ccc(F)cc1)Nc1cccnc1
 : 4%[9.24 µM]	7%	1%	4%	-5%	-2%	7%	-3%	13%
- O=C(N=C1SC2CS(=O)(=O)CC2N1c1ccc(Br)cc1)C1CCCO1 (stereo not given)
 : 19%	14%	-6%	10%	1%	-5%	17%	-2%	-20%
- CCc1ccc(NC(=O)CCc2ccc(C)o2)cc1
 : -16%	?	-10%	-9%	-1%	-2%	?	?	21%
- COc1cccc(-c2nnc3n2N=C(c2cc(OC)ccc2OC)CS3)c1
 : -10%	-15%	-3%	-2%	-16%	19%	0%	-3%	23%
- Cc1cccc(NC(=S)NCc2ccccc2Cl)c1C
 : 0%	-12%	4%	-9%	-3%	-7%	13%	?	2%
- Cn1c(=O)c2c(SCC(=O)c3ccccc3)nc(C3CC3)nc2n(C)c1=O
 : 4%	-3%	-1%	-2%	-16%	10%	-10%	-5%	-6%
- CCOC(=O)C(=O)N1CCN(CC)CC1
 : 20%	-2%	-14%	8%	10%	3%	34%[activator]	-4%	-6%
- CS(=O)(=O)N(CC(=O)NCC1CCCO1)Cc1ccc(Cl)cc1 (stereo not given)
 : 13%	2%	-5%	10%	-2%	0%	12%	-1%	6%

Molecules shown so far with an NH in an aromatic ring:
Each structure is followed by: HT1080 IDH1KD tx	KB-3-1 cytotox	HEK293 tox	HT1080-NT tox	KB-V1 cytotox	GLP-1R agonist	GLP1R inv ag	SW480 rereplic	TDP43 rescue
- Nc1nc(SCC(=O)Nc2ccc(Cl)cn2)n[nH]1
 : 0%	-3%	-2%	0%	0%	4%	-7%	-2%	-3%
- N#Cc1c(-c2ccccc2)nc(SCC(=O)Nc2ccc(OC(F)(F)Cl)cc2)[nH]c1=O
 : -2%	8%	-10%	8%	27%	-4%	1%	-12%	20%
- O=C(NCc1ccc(Cl)cc1)c1ncn[nH]1
 : 0%	-5%	4%	1%	1%	-1%	-8%	-8%	6%
- CCOC(=O)c1c(C)[nH]c(C)c1S(=O)(=O)N1CCC(C(=O)Nc2ccc(OC)c(OC)c2)CC1
 : .	10%	0%	.	?	.	1%	.	5%
- COc1ccc(CNC(=O)N[C@@H](Cc2c[nH]c3ccccc23)C(=O)O)cc1
 : 5%	8%	-1%	4%	?	-3%	-7%	-13%	-7%
- COc1ccc(C(=O)N(C)Cc2nc3ccccc3c(=O)[nH]2)cc1S(=O)(=O)N1CCCC1
 : 1%	13%	4%	7%	22%	-6%	3%	-1%	8%
- Cc1ccc(C)c(Nc2nc3ccccc3[nH]2)c1
 : -9%	-3%	7%	-8%	-25%	8%	?	-1%	-4%
- Cc1ccc(C2C3=C(CC(C)(C)CC3=O)Nc3[nH]c(=S)[nH]c(=O)c32)cc1 (stereo not given)
 : -1%	1%	-18%	-4%	0%	-9%	7%	-14%	12%
